RAD52 inh: blocks human RAD52 DNA annealing; P43351; AID 651710; actives 0.46% (n = 360,000); inhibition, % at 18.7 µM; recombinant RAD52 DNA annealing, FRET fluorescence;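 active means every replicate showing at least 50% inhibition; inconclusive means mean inhibition at least 50% but not in every replicate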
Target sequence (P43351 whole entry, looked up): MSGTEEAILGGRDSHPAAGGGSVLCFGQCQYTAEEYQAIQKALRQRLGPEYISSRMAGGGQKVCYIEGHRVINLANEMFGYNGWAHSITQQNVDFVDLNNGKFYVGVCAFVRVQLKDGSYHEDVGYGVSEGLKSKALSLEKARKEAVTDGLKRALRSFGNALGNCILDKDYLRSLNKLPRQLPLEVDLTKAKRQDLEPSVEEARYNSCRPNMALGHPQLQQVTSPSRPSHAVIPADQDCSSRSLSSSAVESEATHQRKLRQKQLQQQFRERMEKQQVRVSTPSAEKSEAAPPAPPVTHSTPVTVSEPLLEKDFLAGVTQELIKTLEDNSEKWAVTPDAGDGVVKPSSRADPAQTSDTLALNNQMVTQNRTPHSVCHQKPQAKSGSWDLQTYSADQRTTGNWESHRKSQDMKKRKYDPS
CASP6 VEID inh: blocks human caspase-6 cleavage activity. P55212. purified caspase-6, Z-VEID-R110 cleavage fluorescence. inhibition, % at 12.5 µM. actives 0.53% (n = 350,000);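 active means mean inhibition across replicates at least about 35%, with every replicate also reaching that limit, limit read from the data; inconclusive means only one of the two criteria met; inactive means neither criterion met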;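 further: 0% = median of neutral control wells and 100% = no fluorescence left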
Target sequence (P55212 24-179 limits assumed): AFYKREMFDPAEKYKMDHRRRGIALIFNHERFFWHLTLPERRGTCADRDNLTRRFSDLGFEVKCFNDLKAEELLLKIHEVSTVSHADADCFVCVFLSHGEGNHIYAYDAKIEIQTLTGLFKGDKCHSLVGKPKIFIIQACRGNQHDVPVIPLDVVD
Target sequence (P55212 194-293 limits assumed): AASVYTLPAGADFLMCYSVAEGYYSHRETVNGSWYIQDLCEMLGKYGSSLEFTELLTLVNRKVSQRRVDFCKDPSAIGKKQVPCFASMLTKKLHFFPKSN
GSIS activator: GLuc luminescence reporter in INS-1E cells, primary screen for activators of glucose-dependent secretion of insulin; INS-1E GLuc reporter insulin secretion, 2-3 h; activation, % at 16.6 µM; actives 0.61% (n = 370,000); AID 743287;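 active means lowest replicate activation of at least 40%, so every replicate reaches that level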;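 further: 0% = median of neutral control wells and 100% = median of IBMX positive control wells; some compounds called inactive have numbers as strong as hits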
E-sel inducer: induces E-selectin expression in human endothelial cells; P16581; activation, % at 7.58 µM; actives 0.37% (n = 260,000); HUVEC E-selectin immunofluorescence imaging; normalized: neutral wells 0, TNF-alpha wells 100; AID 686992;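 active means mean E-selectin-positive cell signal at least 10% of the positive control, reached in at least 60% of replicates, without over 20% cell loss; inconclusive means no rule given, readout overlaps actives, possibly toxicity-flagged; inactive means the rest, including those meeting only one limit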;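 further: in these data hits start at about 27%; measured in HUVEC primary endothelial cells; signal is the percent of cells scored E-selectin positive by PE staining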
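Read-out: % PE-positive cells | Test system: HUVEC | Doses: One compound dose added by pin transfer | Buffer or medium: EGM-2 over gelatin coat | Signal: Immunofluorescence imaging | Benchmarks: TNF-alpha, DMSO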
XiGFP reactiv: reactivates the inactive X chromosome in mouse fibroblasts; actives 0.055% (n = 360,000); activation, % at 7.58 µM; XiGFP mouse fibroblasts, % GFP-positive cells imaging, 3 d; cells co-treated with 5-aza-dC sensitizer; scaled so ellipticine positive control = 100%;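 active means mean normalized replicate activation at least 10% and every replicate at or above 10%; inconclusive means only one of the two criteria met; inactive means mean below 10% and not all replicates reach 10%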;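 further: 0% = median of on-plate neutral control wells and 100% = ellipticine 6 µM median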
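Material: SV40-immortalized XiGFP fibroblast cells, line 68-5-11 | Buffer or medium: DMEM containing 5-aza-dC | Dosing: One concentration, pinned | Times: 3 d treatment, 15 min room-temperature fixation | Controls: Ellipticine 6 µM positive control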
DENV2 CPE rescue: protects cells from dengue virus 2 cytopathic effect; actives 1.7% (n = 350,000); DENV2-infected cells, cytopathic effect rescue, plate reader; CPE inhibition, % at 9.99 µM; in the data active means CPE inhibition above about 20%, passing the limit was not always enough; inconclusive means no clear call, values can overlap the other calls; tested in BHK-21 cells;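 further: 0% = median of neutral control wells and 100% = median of positive control wells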
RAD54 inh: inhibitors of human RAD54 branch migration; Q92698; RAD54 Holliday junction branch migration, FAM/BHQ fluorescence; inhibition, % at 10.4 µM; actives 0.14% (n = 360,000);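 active means mean normalized replicate activity at least 40 and at least half of replicates scoring 40 or more; inconclusive means only one of the two criteria met; inactive means mean below 40 and under half of replicates reaching 40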;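 further: 0% = median of neutral control wells and 100% = median of positive control wells; inhibitors cause a drop in the FAM fluorescence signal; in these data hits start at about 50%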
CFTR F508del cor: CFTR F508del correction in bronchial cells; CFBE cells, YFP halide quenching; stimulated with forskolin plus potentiator P3; % fluorescence drop versus neutral controls; activity (quench increase), % at 7.58 µM; actives 0.36% (n = 350,000); AID 720511;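 active means mean added fluorescence quench of at least 8% versus neutral control, with both replicates also reaching 8%; inconclusive means only one of the mean or replicate conditions met; inactive means mean below 8% and not both replicates reaching 8%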;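 further: cells transiently co-express mutant CFTR-F508del with the halide-sensitive YFP; corrector assay measuring rescue of mutant channel to the surface after 24 h compound exposure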
Numbers without * were called inactive; ? = inconclusive; · = no result given; & = joins results of further samples. The order is random. Share with any hit: about 3.7%.

SMILES	RAD52 inh	CASP6 VEID inh	GSIS activator	E-sel inducer	XiGFP reactiv	DENV2 CPE rescue	RAD54 inh	CFTR F508del cor
O=C(Cc1ccncc1)Nc1ccc2c(c1)[C@@H]1C[C@H](CC(=O)N3CCOCC3)O[C@@H](CO)[C@@H]1O2	·	·	3	-0.3	0.6	13	7	-1.1
O=[N+]([O-])c1cccc(S(=O)(=O)NCCCN2CCOCC2)c1	10	3	·	0.0	0.5	10	-6	·
O=C(Nc1ccccn1)C1CCN(S(=O)(=O)c2ccc3c(c2)OCCO3)CC1	9	-124	-3	-0.2	0.1	16	0	0.0
O=C(NCCS(=O)(=O)N1CCc2ccccc2C1)c1ccccc1	-8	4	11	1.1	-0.2	3	6	-0.3
COc1ccc2c3c([nH]c2c1)[C@@H](CO)N(C(=O)CN(C)C)CC31CCN(CC2CC2)CC1	48	-43	15	0.1	0.2	6	·	-0.3
Cc1ccc(C)c(CN2CCC(CNC(=O)Nc3ccc(F)c(Cl)c3)CC2)c1	-32	-8	-18	0.1	0.0	6	4	-0.3
CN(Cc1ccccc1)C(=O)COC(=O)c1cc(Cl)nc(Cl)c1	-16	-2	12	2.8	0.0	4	·	0.2
O=C(CCCCC(=O)Nc1ccccc1)Nc1ccccc1	-15	-3	-2	·	0.1	7	-2	-4.4
CC(=O)N(Cc1ccc(Cl)cc1)c1cnccn1	-14	-1	3	0.2	-0.1	2	8	0.8
Cc1noc(C)c1NC(=O)Nc1ccc2c(c1)CC(=O)N([C@@H](C)CO)C[C@@H](C)[C@H](CN(C)CC1CCCCC1)O2	-2	0	6	-0.1	0.1	-2	7	-3.2
CN1CCCCC(NC(=O)c2ccc(F)cc2)C1=O (stereo not given)	-7	8	17	0.5	0.2	-10	·	-3.2
CC(NC(=O)c1ccco1)C(c1cccs1)N1CCOCC1 (stereo not given)	-11	2	1	6.7	-0.1	8	-11	-2.7
Cc1nc2ccc([N+](=O)[O-])cc2c(=O)n1Cc1ccc(F)cc1	-2	3	10	0.1	0.1	-4	13	-0.1
COC(=O)c1ccc([C@H]2CC(=O)O2)cc1	-17	1	-15	·	0.0	76*	-1	-0.1
O=C(OCC(=O)N1CCN(C(=O)c2ccco2)CC1)c1cccc(F)c1	-3	-1	-8	·	-0.4	-5	5	5.1
COc1ccc2cc(Br)ccc2c1CC(=O)NCC1CCCO1 (stereo not given)	-15	0	-45	1.4	0.2	3	6	-1.1
O=C(NCc1ccco1)C1CCN(S(=O)(=O)c2cccc([N+](=O)[O-])c2)CC1	3	7	2	·	·	-3	9	-3.5
COc1ccc(NC(=O)c2cccc(NS(=O)(=O)c3ccccc3)c2)cc1	-10	1	1	0.1	0.0	-1	-2	-1.2
CCOC(=O)c1ccc(NC(=S)NC(=O)c2cncc(Br)c2)cc1	-10	-1	16	-0.1	0.3	1	-4	0.5
Cc1cc(C)n2ncc(/C(N)=N/OC(=O)c3ccccc3F)c2n1	-4	3	·	·	0.0	-1	·	0.3
C[C@H](CO)N1C[C@H](C)[C@H](CN(C)C(=O)c2cnccn2)Oc2cc(C3=CCCC3)ccc2S1(=O)=O	4	5	6	-0.3	-0.4	6	0	0.1
Cc1cnn(C(=O)Cn2nc(C(F)F)c(Br)c2C)c1	-10	1	9	·	0.6	-3	1	-3.5
C[C@@H]1CN([C@@H](C)CO)C(=O)Cc2cc(NC(=O)Nc3cccc4ccccc34)ccc2O[C@H]1CN(C)Cc1ccccc1	41	-1	5	0.2	0.0	20*	-6	2.4
COc1ccc(S(=O)(=O)Nc2cccc3c2O[C@H](CN(C)Cc2ccc(C(=O)O)cc2)[C@H](C)CN([C@@H](C)CO)C3=O)cc1	·	·	6	-0.4	-0.1	·	·	1.0
COc1ccc(C(CNC(=O)c2ccc(S(=O)(=O)N(C)C)cc2)N2CCCCC2)cc1 (stereo not given)	-7	-2	28	-4.5	0.0	-5	·	-0.7
C[C@H](CO)N1C[C@H](C)[C@@H](CN(C)Cc2ccncc2)Oc2c(NS(=O)(=O)c3ccc(F)cc3)cccc2C1=O	-12&-6	0&-5	8&-5	0.2&0.4	0.3&0.0	-7&-1	4&4	0.4&1.1
c1ccc(-c2noc(CN3CCc4sccc4C3)n2)cc1	-27	-4	0	0.0	0.1	-3	-3	-2.5
Cc1nnc(NC(=O)CSc2nc(C3CCCCC3)nc3ccccc23)s1	-4	-4	16	·	·	-5	-2	1.7
CN1CCN(C(=O)C[C@H]2CC[C@@H]3[C@H](COC[C@@H](O)CN3Cc3cccc(-c4ccncc4)c3)O2)CC1	-2	2	2	-0.3	0.0	-6	6	2.7
Cn1cnc(S(=O)(=O)N[C@H]2C=C[C@H](CC(=O)N3CCN(c4ccccc4)CC3)O[C@@H]2CO)c1	-14	1	9	-0.1	0.7	3	1	3.8
Cc1ccc(-n2nc3ccc(N)cc3n2)cc1Cl	-10	-6	-20	0.9	0.1	-6	6	0.3
Cc1cc(C)c2c(=O)[nH]c(SCC(=O)c3ccc(C)c(C)c3)nc2n1	-30	0	-5	·	0.0	6	·	3.4
COc1ccc2c3c([nH]c2c1)[C@@H](CO)N(C(=O)NC(C)C)CC31CN(C(=O)C2CCCCC2)C1	6	·	1	-0.1	0.2	3	·	-1.8
CCN(C(=O)C1CCCO1)c1ccccc1 (stereo not given)	-2	0	2	-0.1	-0.1	6	-8	2.4
O=C(C[C@H]1C[C@@H]2c3cc(NS(=O)(=O)c4ccc(F)cc4)ccc3O[C@@H]2[C@@H](CO)O1)NCc1cccnc1	11	0	4	0.1	0.2	-2	-5	1.6
Cn1c(=O)n(C)c2cc(S(=O)(=O)Nc3ccc(F)cc3)ccc21	-12	-1	-13	·	0.1	2	8	0.1
CC(Oc1ccccc1F)C(=O)NN (stereo not given)	-10	-5	-27	-1.7	0.1	7	1	-0.9
C/C=C/c1ccc([C@@H]2[C@@H](CO)N3CCCCN(S(=O)(=O)c4ccc(OC)cc4)C[C@H]23)cc1	49	0	-1	-0.2	0.1	13	-1	5.5
COc1cc(/C=C(\C#N)C(=O)N2CCOCC2)cc(Br)c1O	-26	4	-5	·	0.6	-3	10	0.3
COc1ccc(S(=O)(=O)Nc2ccc3c(c2)[C@@H]2C[C@H](CC(=O)O)O[C@@H](CO)[C@@H]2O3)cc1	-5	12	11	-0.4	0.1	1	8	2.3
COc1cccc(CNC(=O)[C@H]2CCCN2C(=O)[C@H]2CCCN2C(=O)N2CCOCC2)c1	-11	2	·	-0.4	0.3	9	·	-0.6
O=C(c1ccccc1F)N1CCOCC1	-5	-1	1	0.2	2.7	0	-9	0.8
c1cncc(CSc2ccc(-c3cccs3)nn2)c1	-2	-6	29	0.6	-0.1	-2	4	-0.4
COc1ccc(S(=O)(=O)Nc2cccc3c2O[C@@H](CN(C)C)[C@@H](C)CN([C@H](C)CO)C3=O)cc1	7	0	-1	·	-0.8	8	3	1.4
COc1ccc(CNC(=O)C[C@H]2CC[C@@H](NC(=O)c3cccc(F)c3)[C@H](CO)O2)cc1	-5	-2	-9	0.2	0.3	1	4	-1.6
O=C(CCCN1C(=O)/C(=C/c2cccc(Br)c2)SC1=S)Nc1cccnc1	-24	2	-15	·	0.3	·	5	0.4
CC(C)(C)c1ccc(C2/C(=C(\O)c3ccc4c(c3)OCCO4)C(=O)C(=O)N2CCCN2CCOCC2)cc1 (stereo not given)	-3	-1	11	·	0.0	1	2	-1.5
Cc1ccc(S(=O)(=O)N2CCCCC2)cc1NC(=O)c1ccc2ccccc2n1	-20	-1	24	-0.3	0.1	-4	·	·
O=C1C2CCCN2C(c2ccc(F)cc2)N1c1cccc(Cl)c1 (stereo not given)	-10	-1	-1	0.2	0.3	1	1	-0.9
COc1ccccc1CN1CC[C@@H]2[C@@H](CO)Nc3ccc(-c4cccc(F)c4)cc3[C@@H]21	·	·	-5	-0.3	0.2	-27	-2	2.1
Cc1ccccc1C(=O)NC(=S)Nc1ncccn1	-18	2	8	·	0.4	-5	-7	0.1
Cc1ccc(S(=O)(=O)N2CCOCC2)cc1NC(=O)COc1cccc(Oc2ccccc2)c1	-3	3	-14	-0.3	-0.3	5	7	1.3
C[C@H]1CN([C@@H](C)CO)C(=O)c2cccc(NS(=O)(=O)c3ccc(Cl)cc3)c2O[C@H]1CN(C)C	-10	1	6	-0.1	0.3	-2	-7	-1.1
COc1ccc(CNC(=O)CN2CCN(S(=O)(=O)c3cccs3)CC2)cc1OC	-15	-2	0	·	0.1	?	·	-1.4
Cc1ccc(SCc2c(C(=O)N/N=C/c3ccoc3)nnn2-c2nonc2N)cc1	-47	0	18	·	0.0	1	-1	1.1
CCC(=O)Nc1ccc2c(c1)OC[C@H](C)N(C(=O)c1ccccc1F)C[C@@H](C)[C@@H](OC)CN(C)C2=O	-6	2	-10	-0.1	0.6	5	5	·

Next section:
SMILES	RAD52 inh	CASP6 VEID inh	GSIS activator	E-sel inducer	XiGFP reactiv	DENV2 CPE rescue	RAD54 inh	CFTR F508del cor
COCCNC(=O)CSc1nc2cc3c(cc2c(=O)n1CCCC(=O)NCc1ccc(OC)cc1)OCO3	-10	-1	6	1.1	-0.1	·	·	-1.1
Cc1occc1-c1nnc(SCC(=O)Nc2c(F)cccc2F)n1C	-5	-3	13	·	0.5	-7	10	-0.1
C[C@H](CO)N1C[C@H](C)[C@H](CN(C)Cc2ccc(-c3ccccc3)cc2)Oc2ccc(NC(=O)CCC(F)(F)F)cc2CC1=O	-10	3	-22	1.1	-0.4	-8	11	-2.8
CSc1ccc(/C=C(\C#N)C(=O)NC2CCCCC2C)cc1 (stereo not given)	-5	1	·	0.8	6.2	9	·	·
c1ccc(Oc2cccc3cccnc23)nc1	1	0	17	0.0	0.0	9	·	0.0
COc1ccc(C(=O)N2N=C(c3ccc(NS(C)(=O)=O)cc3)CC2c2cccs2)cc1 (stereo not given)	-36	-1	1	0.0	0.0	10	4	-2.9
Cc1cn(C2OC(CC(=O)Oc3ccccc3)C(O)C2O)c(=O)[nH]c1=O (stereo not given)	-26	2	2	·	0.9	-1	·	-3.4
CN(C(=O)c1ccccc1C(=O)OCC(=O)Nc1ccccc1)c1ccccc1	-10	2	-2	4.3	0.0	15	8	-2.8
CC(=O)NN1C(=O)c2ccccc2NC1c1cccc([N+](=O)[O-])c1 (stereo not given)	-11	-2	5	·	0.1	-2	-3	4.3
COc1ccc(C)cc1N(CC(=O)Nc1cccc(N(C)S(C)(=O)=O)c1)S(C)(=O)=O	-10	1	23	·	·	·	-7	·
O=C(Nc1ccc(Cl)c(Cl)c1)N[C@@H]1CC[C@@H](CCn2cc(C3CC3)nn2)O[C@@H]1CO	-12	-3	-12	-0.5	-0.4	?	4	0.9
O=C(CSc1nnc(-c2ccccc2F)n1C1CC1)N1CCCC1	-21	-2	1	0.0	-0.2	5	11	-2.3
O=C(Oc1c(Br)cc(Br)c2cccnc12)N1CCCCC1	-16	4	-27	·	0.2	·	·	4.5

Screens (PubChem)
